Screening data deposited in PubChem BioAssay by National Center for Advancing Translational Sciences (NCATS).
Tau fluor counter – Counterscreen qHTS for Inhibitors of Tau Fibril Formation, Fluorescence Polarization; actives 0.93% (n = 280,000); tau K18 P301L Alexa594 fluorescence, heparin fibrillization; Potency, µM (doses to about 57.7 µM), without a hit: top-dose activity change, negative = decrease; further: nearly all actives have a fitted effect of over 55% in size
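Human tau K18 P301L (15 uM unlabeled, 0.24 uM Alexa 594-labeled) in 100 mM sodium acetate pH 7 with 20 uM heparin, 6 hr at 37 C. ThT 30 uM added, 1 hr ambient; Alexa 594 FP and total fluorescence read at 555/632 nm.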
L3MBTL1 block – qHTS Assay for the Inhibitors of L3MBTL1; Lethal(3)malignant brain tumor-like protein 1 (Homo sapiens), Q9Y468; AlphaScreen L3MBTL1–H3K9me1 peptide binding; Potency, µM (top dose mostly 57.1 µM), for the others: top-dose activity, negative = inhibition, hits mostly inhibitors; actives 0.66% (n = 230,000); further: nearly all actives have a fitted effect of over 60% in size
Target sequence (Q9Y468 whole entry, looked up): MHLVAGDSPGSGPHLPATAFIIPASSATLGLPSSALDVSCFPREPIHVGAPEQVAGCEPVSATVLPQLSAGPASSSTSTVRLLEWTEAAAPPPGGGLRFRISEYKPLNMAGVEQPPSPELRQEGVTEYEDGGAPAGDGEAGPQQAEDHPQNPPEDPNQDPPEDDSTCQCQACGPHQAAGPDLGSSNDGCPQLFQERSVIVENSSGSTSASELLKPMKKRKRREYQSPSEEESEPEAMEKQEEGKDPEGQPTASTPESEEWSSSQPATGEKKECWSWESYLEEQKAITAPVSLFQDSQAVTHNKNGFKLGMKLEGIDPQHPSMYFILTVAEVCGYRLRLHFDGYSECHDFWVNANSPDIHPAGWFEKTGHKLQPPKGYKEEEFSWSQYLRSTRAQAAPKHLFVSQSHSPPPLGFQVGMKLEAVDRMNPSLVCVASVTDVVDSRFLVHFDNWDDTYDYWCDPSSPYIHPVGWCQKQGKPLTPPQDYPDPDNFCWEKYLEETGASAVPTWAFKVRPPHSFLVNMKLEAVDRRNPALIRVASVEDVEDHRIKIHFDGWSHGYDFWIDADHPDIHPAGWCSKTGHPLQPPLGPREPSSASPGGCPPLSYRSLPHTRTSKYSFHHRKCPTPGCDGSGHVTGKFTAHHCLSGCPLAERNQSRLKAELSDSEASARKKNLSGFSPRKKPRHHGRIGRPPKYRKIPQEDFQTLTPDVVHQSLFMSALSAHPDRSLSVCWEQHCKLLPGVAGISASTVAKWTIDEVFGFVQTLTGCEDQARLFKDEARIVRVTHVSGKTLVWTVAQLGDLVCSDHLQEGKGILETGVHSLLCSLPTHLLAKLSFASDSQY
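L3MBTL1 50 nM + b-AHA-H3(1-15)K9me1 75 nM, 30 min RT; compound added, 30 min RT; streptavidin donor/Ni-chelate acceptor beads 10 ug/mL each final, 30 min RT dark; AlphaScreen read.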
Tau ThT inhib – qHTS for Inhibitors of Tau Fibril Formation, Thioflavin T Binding. Microtubule-associated protein tau (Homo sapiens), P10636. recombinant tau K18 P301L, heparin-induced fibrillization, ThT fluorescence. Potency, µM (top dose mostly 57.4 µM), inactives show at the top dose activity, negative = inhibition, actives largely listed as inhibitors. actives 2.1% (n = 270,000). AID 1460, 2008; further: nearly all actives have a fitted effect of over 55% in size
Target sequence (P10636 561-689 P618L limits assumed): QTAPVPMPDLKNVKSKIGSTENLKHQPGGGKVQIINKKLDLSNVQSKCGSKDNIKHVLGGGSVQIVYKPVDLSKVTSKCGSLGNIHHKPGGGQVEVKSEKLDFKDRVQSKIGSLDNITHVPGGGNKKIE
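Using a mix of unlabeled (15 uM) and Alexa 594-labeled (0.24 uM) tau K18 P301L, heparin-triggered fibrillization over 6 hr at 37 C was scored by ThT fluorescence.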
Tau fibril FP – qHTS for Inhibitors of Tau Fibril Formation, Fluorescence Polarization | Microtubule-associated protein tau (Homo sapiens), P10636 | K18 P301L tau heparin fibrillization, Alexa594 FP, 6 h | Potency, µM (doses to about 57.7 µM), for inactives: at the highest dose activity, negative = inhibition, hits mostly inhibitors | actives 0.39% (n = 280,000); further: nearly all actives have a fitted effect of over 55% in size
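Human tau K18 […] P301L fragment, 15 uM unlabeled plus 0.24 uM Alexa 594-labeled tau (final), with compound and 20 uM heparin in 100 mM sodium acetate pH 7; 6 hr at 37 C, then Alexa 594 FP read.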
ALDH1A1 block – qHTS Assay for Inhibitors of Aldehyde Dehydrogenase 1 (ALDH1A1); Aldehyde dehydrogenase 1A1 (Homo sapiens), P00352; Purified ALDH1A1, NADH fluorescence, propionaldehyde substrate; Potency, µM (highest dose often 75.3 µM), without a hit: at the highest dose activity, negative = inhibition, actives largely listed as inhibitors; actives 7.3% (n = 220,000); active means well fitted inhibition curve with a large enough effect, not every such curve was filed as active; inconclusive means small, poorly fitted or top-dose-only effect, or another doubt; inactive means no such curve, though single readings can be large or run the other way;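 further: plate controls were no enzyme wells and a reference inhibitor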
aGal spleen mod – qHTS Assay for Inhibitors and Activators of Human alpha-Galactosidase From Spleen Homogenate; AID 2107, 2009; Alpha-galactosidase A (Homo sapiens), P06280; actives 0.008% (n = 240,000); Potency, µM (titrated, usually from 80 µM), without a hit: at the highest dose activity change, negative = inhibition, usual class: inhibitors; human spleen homogenate, 4MU-alpha-Gal fluorescence, 40 min;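 further: 0% = enzyme with vehicle and -100% = no enzyme basal signal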
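Fluorogenic readout (Ex 365/Em 440 nm) of 4-methylumbelliferone released from 1 mM 4-MU-alpha-galactoside by spleen homogenate, 40 min at 37C, pH 5.0. Data normalized to no-enzyme and enzyme controls; Hill-equation AC50 from compound titrations.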
TRb SRC2 PPI – qHTS for Inhibitors of the Interaction of Thyroid Hormone Receptor and Steroid Receptor Coregulator 2 | actives 0.065% (n = 280,000) | TRbeta-SRC2 peptide binding, fluorescence polarization; receptor liganded with 1 µM T3 | Thyroid hormone receptor beta (Homo sapiens), P10828 | Potency, µM (top dose mostly 106 µM), for the others: at the top dose activity change, negative = inhibition, hits mostly inhibitors;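 further: plate controls were bound peptide for no effect and peptide without receptor for full effect; nearly all actives have a fitted effect of over 50% in size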
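Assay buffer: 20 mM Tris-HCl, 100 mM NaCl, 10% glycerol, 1 mM EDTA, 0.01% NP-40, 1 mM DTT, 1 uM T3, 5% DMSO; TRb LBD 0.6 uM, Texas Red SRC2 20 nM; FP after 5 hr.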
TR SRC2 fluor cs – Total Fluorescence Counterscreen for Inhibitors of the Interaction of Thyroid Hormone Receptor and Steroid Receptor Coregulator 2; TRb/SRC2 Texas Red total fluorescence interference; Potency, µM (highest dose often 106 µM), for inactives: at the highest dose fluorescence change, negative = quenching; actives 0.29% (n = 280,000); active means well fitted curve in either direction with a large enough effect; inconclusive means small, poorly fitted or top-dose-only effect
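Human TRb ligand-binding domain at 0.6 uM with 20 nM Texas Red SRC2 peptide in Tris buffer containing 1 uM T3 and 5% DMSO, incubated with compound 5 h at ambient temperature. Total fluorescence (555/632 nm) calculated as parallel + 2 × perpendicular.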
An asterisk follows results filed as active; ? = inconclusive; · = not tested or not shown; [ ] = dose if it differs, or a comment. Unless noted, the call rests on the fitted dose curve; in most records, active means well fitted curve in the direction sought with a large enough effect; inconclusive means small, poorly fitted or top-dose-only effect, or another doubt; inactive means no such curve, though single readings can be large; an effect the other way counts as inactive or inconclusive. Unless noted, on the % scale 0 is the no-effect control and ±100 the full control effect; potency means the concentration at half of the fitted maximal effect. Compounds as they come. Share with any hit: about 8.5%.

SMILES,Tau fluor counter,L3MBTL1 block,Tau ThT inhib,Tau fibril FP,ALDH1A1 block,aGal spleen mod,TRb SRC2 PPI,TR SRC2 fluor cs
Fc1ccccc1NC(=S)NN(Cc1ccccc1)c1ccccc1,-23%,·,-21%,3%,-11%,4%,-11%,-2%
O=C(NC1CCCC1)NS(=O)(=O)c1ccccc1Cl,0%,9%,1%,1%,-13%,5%,1%,-1%
CCOC(=O)Cn1c(-c2ccccn2)nc2ccccc21,-3%,-1%,-8%,-3%,?,9%,-14%,-1%
Cc1cc(OCC(=O)Nc2ccc(C(=O)OC3CCCCC3)cc2)cc(C)c1Cl,-19%,·,-6%,?,·,·,1%,-7%
COc1cc(NC(=O)CN2C(=O)c3ccccc3C2=O)c(C(=O)O)cc1OC,7%,-3%,5%,3%,7%,3%,-12%,-1%
COC(=O)c1ccc(OCC(O)Cn2cnc3cc(C)c(C)cc32)cc1 (stereo unspecified),-19%,·,?,-4%,·,·,-1%,-1%
C[C@H]1C=C(C(=O)NCc2nc3ccccc3[nH]2)O[C@@H](OCc2ccc(CO)cc2)C1,17%,·,15%,-4%,·,6%,11%,-1%
CCSc1cc(C2C(C#N)=C(N)OC(C)=C2C(=O)OC)c(C)o1 (stereo unspecified),-12%,-5%,-17%,-14%,20µM*,1%,-15%,10%
O=S(=O)(Nc1nc2ccccc2nc1N1CCc2ccccc2C1)c1ccc(Cl)cc1,-24%,-4%,?,-3%,?,-5%,-8%,-2%
O=C(CP(=O)(c1ccccc1)c1ccccc1)N/N=C/c1cc(Br)cc(Br)c1O,-26%,2%,?,8%,-2%,6%,-2%,0%
CCCCn1c(CCCNC(=O)c2cccc(C)c2)nc2ccccc21,-18%,·,-10%,-7%,·,·,0%,-1%
COc1ccc(CN=C2NC(=O)CC(C(=O)Nc3ccc(F)cc3)S2)cc1 (stereo unspecified),-20%,7%,-5%,?,11%,8%,3%,-6%
CC1CCC/C(=C\Nc2ccc(C(=O)O)cc2)C1=O (stereo unspecified),-12%,·,?,-22%,14µM*,-12%,2%,-6%
Cc1cc[n+](CC(=O)c2ccc(NC(=O)c3ccccc3)cc2)cc1,-7%,·,-4%,-4%,-2%,13%,6%,-1%
COCCn1c(=O)[nH]c(=O)c2cc(C(=O)c3cc(OC)ccc3O)cnc21,-7%,7%,?,1%,-16%,-5%,-2%,5%
COc1ccc(NC(=O)c2cc(S(=O)(=O)N3CCCC(C)C3)cn2C)c(OC)c1 (stereo unspecified),-10%,·,4%,4%,·,·,-1%,-4%
CC1(C)Cc2c(C#N)c(NCC3CCCO3)nc(-c3ccco3)c2CO1 (stereo unspecified),-7%,22%[11.4 µM],?,-2%,?,?,4%,2%
Cc1ccccc1Cn1nnc(-c2ccc(C(=O)O)cc2)n1,1%,·,-5%,5%,4%,-2%,-1%,-4%
COc1ccc(C(=O)C2CCCN(C(=O)c3cccnc3SC)C2)c(C)c1 (stereo unspecified),-12%,-2%,-16%,2%,-11%,-11%,0%,-9%
CN1CCN(c2nc(C(N)=O)cc(-c3ccccc3)n2)CC1,0%,-1%,-5%,-5%,-7%,?,2%,-1%
CCC1CCCCN1CCCNC(=O)CNC(=O)Cn1ccc2ccccc2c1=O (stereo unspecified),-7%,-2%,-9%,3%,-8%,-22%,0%,-2%
O=C(COC(=O)CCSc1ccc(Cl)cc1)NCc1ccccc1,-7%,10%,-9%,9%,2%,1%,0%,0%
O=C(Cn1c(=O)[nH]n(-c2ccccc2)c1=O)N1CCCc2ccccc21,5%,-1%,0%,5%,-8%,?,-10%,2%
Cc1ccccc1NC(=O)COC(=O)CCc1ccccc1,-7%,11%,-8%,-1%,-1%,-2%,1%,-2%
CC(C)(C)c1ccc(C(=O)c2c[nH]c(C(=O)NCc3cccnc3)c2)cc1,-14%,1%,-5%,8%,-16%,1%,-5%,0%
O=C(Nc1ccccc1)c1ccc(OC(=O)c2cc3ccccc3o2)cc1,2%,·,-8%,6%,-8%,3%,-3%,-4%
CCSc1nnc(NC(NC(=O)c2ccco2)(C(F)(F)F)C(F)(F)F)s1,0%,0%,-2%,-5%,-1%,1%,-10%,-1%
CCCN(CCC)C(=O)Cn1c(=O)n(Cc2ccc(C(=O)NCCc3ccc(Cl)cc3)cc2)c(=O)c2ccccc21,1%,·,-3%,0%,·,·,-13%,?
O=C1CCCC2=C1C(c1ccc(Br)cc1)c1c([nH]c(=S)[nH]c1=O)N2 (stereo unspecified),-16%,-16%,-17%,2%,?,6%,-24%,-5%
COc1ccc(C(=O)N/N=C/C(Br)=C/c2ccccc2)cc1,?,-1%,?,?,?,3%,-20%,2%
COc1cc(OC)c(NC(=O)c2ccc3c(Cl)c4c(nc3c2)CCCC4)cc1Cl,-9%,·,-14%,-2%,·,·,3%,-1%
COc1ccc(-n2c(CNC(=O)COc3ccccc3)n[nH]c2=S)cc1,-5%,·,-6%,4%,0%,6%,-2%,-3%
Cc1noc(-c2ccc(N3CCCCC3C)c([N+](=O)[O-])c2)n1 (stereo unspecified),-13%,·,19%,-7%,·,·,13%,-1%
COc1ccc(CCN(C(=O)c2ccccc2)C2=CC3CCC(C2)N3C)cc1OC (stereo unspecified),4%,0%,-8%,-5%,-1%,3%,-3%,-5%
CCOC(=O)c1noc(C)c1C(=O)Nc1nccs1,-11%,·,-7%,-3%,-10%,3%,4%,-1%
O=C(Nc1c2c(nc3ccccc13)CCCC2)c1ccccc1Br,-1%,6%,-1%,0%,9%,5%,-15%,0%
Cc1nc2ccc(S(=O)(=O)NC(C(=O)N3CCN(c4cccc(Cl)c4)CC3)C(C)C)cc2s1 (stereo unspecified),-19%,·,?,8%,·,·,8%,-1%
CCOC(=O)c1sc(NC(=O)Nc2ccccc2)cc1C,14µM*[quencher],3%,?,?,-13%,-1%,7%,2%
CN1CCN(S(=O)(=O)c2ccc(NC(=S)NC(=O)C(C)(C)C)cc2)CC1,-18%,-8%,-7%,-15%,32µM*,-7%,1%,-1%
COc1ccc(OC)c(C2C3=C(COC3=O)Nc3cc4c(cc32)OCO4)c1 (stereo unspecified),-28%,-5%,-5%,4%,?,-10%,-1%,3%
Cc1c(CNCc2ccc(OC(C)C)cc2)c(C(=O)O)c(C)n1Cc1ccc(Cl)cc1,3%,·,-3%,-2%,·,·,7%,1%
CN(C)Cc1ccccc1C1(O)c2ccccc2CSc2ccccc21 (stereo unspecified),-12%,-1%,-5%,-1%,5%,3%,2%,3%
CCCC(CCC)C(=O)NC1CC(=O)N(c2ccc3c(c2)OCCO3)C1 (stereo unspecified),4%,·,4%,-4%,·,·,1%,0%
O=C(NCCNc1ccc([N+](=O)[O-])cc1)c1cccc(Br)c1,-20%,0%,?,-13%,7.1µM*,13%,0%,2%
CCOc1ccc(CNC(=O)C2CCN(S(=O)(=O)N3CCCCC3)CC2)cc1,-12%,·,-4%,-9%,·,·,-6%,-2%
COCCn1c(SCC(=O)N2CCC(C)CC2)nc2ccccc2c1=O,5%,0%,-2%,-4%,11µM*,-7%,-5%,3%
CCNC(=O)CC1C(=O)N(CC)C(=S)N1NC(=O)c1ccc(Cl)cc1 (stereo unspecified),3%,-7%,1%,4%,?,4%,-5%,-1%
c1ccc(Cn2nnnc2C(c2ccccc2)N2CCN(c3nc4ccccc4s3)CC2)cc1 (stereo unspecified),-4%,0%,-2%,1%,11µM*,-3%,-5%,-5%
S=C(c1ccc2c(c1)OCO2)N1CCCCC1,-9%,·,-6%,-1%,-6%,6%,8%,-1%

Random excerpt: five records from the list, in no set order.
SMILES,Tau fluor counter,L3MBTL1 block,Tau ThT inhib,Tau fibril FP,ALDH1A1 block,aGal spleen mod,TRb SRC2 PPI,TR SRC2 fluor cs
S=C(c1ccc2c(c1)OCO2)N1CCCCC1,-9%,·,-6%,-1%,-6%,6%,8%,-1%
CCCC(CCC)C(=O)NC1CC(=O)N(c2ccc3c(c2)OCCO3)C1 (stereo unspecified),4%,·,4%,-4%,·,·,1%,0%
COc1ccc(CCN(C(=O)c2ccccc2)C2=CC3CCC(C2)N3C)cc1OC (stereo unspecified),4%,0%,-8%,-5%,-1%,3%,-3%,-5%
COCCn1c(SCC(=O)N2CCC(C)CC2)nc2ccccc2c1=O,5%,0%,-2%,-4%,11µM*,-7%,-5%,3%
CCOC(=O)c1sc(NC(=O)Nc2ccccc2)cc1C,14µM*[quencher],3%,?,?,-13%,-1%,7%,2%
